D1 antag: Antagonist of Human D 1 Dopamine Receptor: qHTS. D(1A) dopamine receptor (Homo sapiens), P21728. HEK293 TREx D1 cells, calcium flux, dopamine EC80; hits give low values. activity change, negative = inhibition, % at 10 µM. actives 3.2% (n = 360,000). AID 504652, 2011; in the data active = activity change below about -30%; note: % is set by controls: 0 for no effect and ±100 for the full control effect
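HEK293 T-REx cells expressing inducible, force-coupled D1 receptor; no-wash Ca dye, 30–90 min RT. Cmpd → 180 s read at 1 Hz → EC80 DA → 180 s read.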
RXFP1 antag: qHTS Assay for Antagonists of the Relaxin Receptor RXFP1; Relaxin receptor 1 (Homo sapiens), Q9HBX9; HEK293-RXFP1, relaxin-stimulated cAMP HTRF, 30 min; hits give low values; activity change, negative = inhibition, % at 57.5 µM; actives 0.59% (n = 350,000); AID 1259400, 2018;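 active = activity change of -60% or lower, but not beyond a set lower limit; inconclusive = change between -60% and -40%, or beyond the set limit; inactive = change above -40%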; note: % is set by controls: 0 for no effect and ±100 for the full control effect
Vif-A3F inh: qHTS for Inhibitors of Vif-A3F Interactions: qHTS. HeLa A3F-eYFP + Vif (tagged APOBEC3F with the HIV-1 protein that degrades it), YFP fluorescence increase. Potency, µM (titrated, usually from 46.1 µM), inactives show top-dose activity, negative = active. actives 0.2% (n = 390,000); note: potency is the fitted concentration of half-maximal effect; % of control where 0% means no effect; nearly all actives have a fitted effect of over 65% in size
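HeLa cells stably expressing A3F-eYFP plus Vif, plated and incubated overnight at 37 deg C, then exposed to compounds overnight at 37 deg C. Blocked degradation read as raised yellow fluorescence (Ex 488/Em 500-530).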
RXFP1 agonist: qHTS Assay for Agonists of the Relaxin Receptor RXFP1. Relaxin receptor 1 (Homo sapiens), Q9HBX9. HEK293T-RXFP1 cAMP TR-FRET, 30 min; response scale: percent of porcine relaxin response, buffer zero. Potency, µM (doses to about 57.5 µM), without a hit: at the highest dose activation, most hits filed as activators. actives 0.3% (n = 370,000). AID 2676, 2010; note: potency is the fitted concentration of half-maximal effect; % is set by controls: 0 for no effect and ±100 for the full control effect; nearly all actives have a fitted effect of over 60% in size; many of its hits are not listed in these tables
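Agonist response is measured as cAMP accumulation in an RXFP1-transfected HEK293T line under PDE4 inhibition. Values are scaled between buffer-only and 29 nM porcine relaxin, and EC50s come from standard Hill equation fits.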
Vif-A3G inh: qHTS for Inhibitors of Vif-A3G Interactions: qHTS. HeLa A3G-eYFP + Vif (tagged APOBEC3G with the HIV-1 protein that degrades it), YFP fluorescence, overnight. Potency, µM (doses to about 46.1 µM), for the others: at the top dose activity, negative = active, most hits filed as inhibitors. actives 0.076% (n = 410,000);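 note: potency is the fitted concentration of half-maximal effect; % is set by controls: 0 for no effect and ±100 for the full control effect; nearly all actives have a fitted effect of over 60% in size; hits raise eYFP signal because A3G escapes Vif-driven loss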
Target sequence (Q9HC16 whole entry, looked up): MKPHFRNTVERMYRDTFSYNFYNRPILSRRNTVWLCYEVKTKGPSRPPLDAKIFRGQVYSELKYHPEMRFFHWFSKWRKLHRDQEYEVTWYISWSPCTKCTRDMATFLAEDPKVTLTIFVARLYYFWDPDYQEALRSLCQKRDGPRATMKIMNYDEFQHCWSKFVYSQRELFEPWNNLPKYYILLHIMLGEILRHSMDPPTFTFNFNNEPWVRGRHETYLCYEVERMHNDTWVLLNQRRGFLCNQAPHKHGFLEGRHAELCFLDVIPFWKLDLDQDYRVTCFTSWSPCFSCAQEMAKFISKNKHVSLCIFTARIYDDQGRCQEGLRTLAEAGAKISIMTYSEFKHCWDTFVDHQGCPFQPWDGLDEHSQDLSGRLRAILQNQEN
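HeLa cells stably expressing Vif and C-terminally eYFP-tagged A3G, seeded overnight at 37 deg C, then exposed to compound by pintool overnight at 37 deg C. Rise in yellow fluorescence (Ex 488/Em 500-530, Acumen) marks blocked Vif-driven A3G degradation.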
D1 PAM: Potentiators of Human D1 Dopamine Receptor: qHTS; actives 0.036% (n = 360,000); HEK293 TREx D1 cells, calcium flux, dopamine EC20 potentiation; AID 504651, 2011; potentiation, % at 10 µM; in the data active = potentiation above about 30%; note: 0% is about no effect
D1 ag: Allosteric Agonists of the Human D1 Dopamine Receptor: qHTS | D(1A) dopamine receptor (Homo sapiens), P21728 | HEK293 T-REx D1 cells, calcium flux, agonist mode | activation, % at 2 µM | actives 1% (n = 360,000); in the data active = activation above about 30%; note: 0% is about no effect
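Tetracycline-induced HEK293 TREx D1 cells, force-coupled to calcium signalling, were dye-loaded with a no-wash calcium kit. Compound was pin-added after a 10 s baseline. Fluorescence was read kinetically at 1 cycle/s for 180 s, with calcium rises flagged as agonism.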
Glioma ERSR ind: qHTS for Inducers of the Endoplasmic Reticulum Stress Response (ERSR) in Human Glioma: qHTS; AID 602332, 2012; actives 0.02% (n = 420,000); Potency, µM, without a hit: at the top dose activation, hits mostly activators; U87-MG GRP78 promoter luciferase reporter, 16 h; note: potency is the fitted concentration of half-maximal effect; series mostly up to about 76 µM; % of control where 0% means no effect; nearly all actives have a fitted effect of over 35% in size
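ERSR induction read as luciferase luminescence (Bright-Glo, 10 min at room temperature) in stably transfected human U87-MG glioma cells exposed to compounds for 16 h, using GRP78 as sensor.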
D2 potentiator: HTS Assay for Positive Allosteric Modulators of the Human D2 Dopamine Receptor: Primary Screen for Potentiators | D(2) dopamine receptor (Homo sapiens), P14416 | HEK293 T-REx D2, calcium flux, EC20 dopamine potentiation | potentiation, % at 10 µM | actives 0.34% (n = 340,000) | AID 485347, 2010;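 active = potentiation over 3 SD above the plate norm, cut at about 30% in these data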; note: 0% is about no effect
Target sequence (P14416 whole entry, looked up): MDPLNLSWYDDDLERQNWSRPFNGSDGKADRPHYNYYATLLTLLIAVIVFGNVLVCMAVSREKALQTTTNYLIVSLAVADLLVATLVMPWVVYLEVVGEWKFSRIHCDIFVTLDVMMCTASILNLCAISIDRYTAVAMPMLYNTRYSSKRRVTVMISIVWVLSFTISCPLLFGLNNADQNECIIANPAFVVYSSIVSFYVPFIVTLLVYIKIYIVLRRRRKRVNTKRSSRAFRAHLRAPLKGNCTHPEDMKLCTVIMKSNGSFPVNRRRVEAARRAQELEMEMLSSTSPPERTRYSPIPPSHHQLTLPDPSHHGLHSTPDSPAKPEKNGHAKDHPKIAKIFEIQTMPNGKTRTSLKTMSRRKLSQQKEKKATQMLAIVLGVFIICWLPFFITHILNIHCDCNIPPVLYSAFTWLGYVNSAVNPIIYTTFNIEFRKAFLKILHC
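Potentiation of an EC20 dopamine calcium response measured kinetically over 180 s, after a preceding 180 s compound-only read flagging agonists. Cells: inducible Hek293 Trex D2 line, 4000/well, cultured overnight at 30 C before dye loading.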
An asterisk follows results filed as active; ? = inconclusive; / = not tested or not shown. Unless noted, calls come from the whole dose curve; as a rule, active = well fitted curve in the direction sought with a large enough effect; inconclusive = small, poorly fitted or top-dose-only effect, or another doubt; inactive = no such curve, though single readings can be large; an effect the other way counts as inactive or inconclusive.

SMILES	D1 antag	RXFP1 antag	Vif-A3F inh	RXFP1 agonist	Vif-A3G inh	D1 PAM	D1 ag	Glioma ERSR ind	D2 potentiator
COc1ccc(CCN2C(=O)CC(NCCc3ccc(S(N)(=O)=O)cc3)C2=O)cc1OC (stereo not drawn)	-19	-5	-18%	0.6%	1%	-2	0	-3%	-2
C/C(=N\N=C\c1ccccc1F)c1nnn(-c2nonc2N)c1C	1	/	6%	-1.4%	1%	4	2	1%	10
CCCCCn1c(CN2CCN(CCO)CC2)nc2c1c(=O)n(C)c(=O)n2C	-3	5	-3%	7.1%	0%	-10	1	-4%	18
O=C(CNC(=O)c1cccs1)c1ccc(F)cc1	8	-6	-5%	2.5%	0%	1	-1	-9%	4
COc1ccccc1NC1C=CS(=O)(=O)C1 (stereo not drawn)	16	13	0%	0.0%	1%	0	2	-3%	9
Cc1ccnn1-c1ccc(C(=O)NCc2ccccc2CN2CCOCC2)cc1	/	-11	-7%	/	1%	/	/	-6%	/
Cc1ccc(C(=O)N/C(=C\c2ccc(Cl)cc2)C(=O)NCC2CCCO2)cc1 (stereo not drawn)	25	15	-3%	-1.1%	0%	4	0	-4%	-13
Cc1ccc(C)c(NC(=S)Nc2cccc3cnccc23)c1	/	14	-9%	3.0%	3%	-4	-2	0%	7
CCOC(=O)COc1c(Br)cc(/C=C2\SC(=O)N(CC(=O)N3CCCC3)C2=O)cc1OC	-4	-11	-3%	1.8%	1%	-5	2	0%	1
Cn1c(C(=O)N2CCC(C(=O)NCc3ccccc3)CC2)cc2sccc21	-4	-8	2%	-0.2%	-5%	-7	1	1%	7
COc1ccc(OC)c(NC(=O)c2cc(S(=O)(=O)N3CCCC3)cn2C)c1	9	-37	-21%	3.2%	2%	-4	3	-3%	6
Cc1nc(NC(=O)COC(=O)C(NC(=O)c2ccco2)C(C)C)c(Cl)cc1Cl (stereo not drawn)	5	4	-8%	-1.0%	1%	-6	1	-6%	0
O=C(NCc1ccccn1)c1nc(-c2ccc(C(F)(F)F)cc2)no1	-7	1	3%	3.4%	0%	2	5	-2%	5
Cc1ccc(S(=O)(=O)c2nc(-c3ccc(F)cc3)oc2N2CCN(c3ccccc3)CC2)cc1	-8	-9	-2%	-0.4%	0%	4	-1	-2%	-11
CC1CCN(C(=O)CSc2nc3c([nH]c4ccccc43)c(=O)n2-c2ccccc2)CC1	0	-2	-10%	3.7%	5%	-7	1	-2%	/
CC(C)(C)NC(=S)N/N=C/c1cc(Br)c(O)c(Br)c1	-8	-2	0%	-1.4%	2%	7	5	1%	27
COc1ccc(-c2c3c(nc4sc5c(Cl)nc(C)nc5c24)CCC3)cc1	-9	-24	-7%	-1.8%	-2%	-2	2	-3%	-3
CCc1ccc(C(C)NC(=O)c2cc(C)oc2C)cc1 (stereo not drawn)	-1	-8	-5%	0.8%	-4%	0	2	-3%	6
CCOc1ccc(NS(=O)(=O)c2ccc3[nH]c4c(c3c2)CCCCC4)cc1	-9	?	2%	-3.2%	-6%	-2	1	9%	-1
CC(=O)Nc1ccc(Nc2ccc(N3C(=O)CCCC3=O)cc2[N+](=O)[O-])cc1	8	1	4%	2.1%	-4%	0	2	-1%	1

2 compounds from above, limited to D2 potentiator and D1 antag:
SMILES | D2 potentiator | D1 antag
Cc1nc(NC(=O)COC(=O)C(NC(=O)c2ccco2)C(C)C)c(Cl)cc1Cl (stereo not drawn) | 0 | 5
O=C(NCc1ccccn1)c1nc(-c2ccc(C(F)(F)F)cc2)no1 | 5 | -7

Continuation.
SMILES	D1 antag	RXFP1 antag	Vif-A3F inh	RXFP1 agonist	Vif-A3G inh	D1 PAM	D1 ag	Glioma ERSR ind	D2 potentiator
C=COCCNC(=O)C(=O)NCC(C)C	/	2	-2%	/	2%	/	/	1%	/
CCOC(=O)C1=C(O)CSC1=Nc1ccccc1	2	-4	-1%	1.6%	-3%	-5	0	3%	/
CCN(CC)CCN(C(=O)c1cc2c(ccc3ccccc32)oc1=O)c1nc2cc3c(cc2s1)OCCO3	-26	-14	?	-0.8%	?	-3	0	-17%	-6
CCN(Cc1ccccc1)C(=O)c1cc(S(=O)(=O)N2CCOCC2)cn1C	-7	8	1%	3.5%	1%	0	5	0%	12
COc1ccc(CCNC(=O)C/C(C)=N/NC(=O)c2ccc(Cl)cc2Cl)cc1OC	19	4	5%	0.8%	2%	-4	5	5%	-3
CCOC(=O)C1=C(CBr)NC(=O)NC1C (stereo not drawn)	17	-2	-2%	-2.8%	0%	7	-3	-4%	3
CCOC(=O)C1CCN(C(c2cccc(OC)c2)c2sc3nc(C)nn3c2O)CC1 (stereo not drawn)	-31*	1	2%	0.3%	1%	-9	0	-5%	0
COc1cccc(Cn2c(C)c(CNCc3ccccc3Cl)c(C(=O)O)c2C)c1	25	-6	1%	-1.5%	2%	2	4	-4%	-6
COc1ccc(C(OC(=O)c2ccco2)C(=O)NC2CCCCC2)cc1 (stereo not drawn)	5	-19	/	1.4%	2%	-3	0	-4%	0
CC(=O)Oc1c(Cl)cc(N(C(C)=O)S(=O)(=O)c2ccccc2)c2ccccc12	/	-3	1%	/	-19%	/	/	3%	/
CC1=C(C(N)=O)C(c2ccccn2)n2nc(-c3ccccc3Cl)nc2N1 (stereo not drawn)	-8	1	1%	1.0%	-1%	8	1	0%	-7
CC(C)(C)C1=C[C@@H](CO)C[C@@H](CO)C1	-3	-3	-2%	0.3%	2%	2	2	-2%	-3
CCOC(=O)c1ccc(NC(=O)C2CCN(S(=O)(=O)Cc3ccccc3)CC2)cc1	9	-11	2%	10%	-1%	1	1	-1%	11
Cn1c(=O)n(CCCO)c(=O)c2c1nc1n2CCCN1Cc1ccccc1	-2	-1	0%	2.8%	1%	2	2	-1%	3
Cn1c(NC(=O)c2cccs2)c(-c2cccs2)c(=O)c2ccccc21	-7	3	-4%	1.6%	-5%	-3	0	-6%	-7
CCc1cc(N2CCOCC2)cc2c1[nH]c1ccccc12	-1	1	-2%	1.8%	4%	0	0	-2%	5
CCN(CC)C(=O)Cn1cc(S(=O)(=O)CC(=O)NCc2ccccc2)c2ccccc21	4	-15	4%	5.1%	2%	-6	4	-2%	14
Cc1nn(CC(=O)NCc2ccc(OC(C)C)cc2)c(=O)c2cc3occc3n12	-4	/	/	0.5%	/	0	0	/	-3
Cn1c(Sc2ccc(Cl)cc2)c(C=O)c2ccccc21	-15	7	-7%	11%	-8%	-4	6	-5%	7
O=C(NCCCN1CCCC1=O)c1sc2ccccc2c1Cl	-1	2	-2%	?	0%	-2	1	1%	-5
COc1ccc2cc(-c3ccccc3)c(=O)oc2c1	0	37	-8%	17%	1%	0	0	-9%	-5
CC1CCCC(NC(=O)COC(=O)c2ccc([N+](=O)[O-])o2)C1C (stereo not drawn)	/	13	-1%	/	0%	/	/	-2%	/
COc1ccc(CCC(=O)N2CCN(c3ccccc3)CC2)cc1OC	1	3	1%	3.6%	4%	-1	-1	2%	5
COc1cc(S(=O)(=O)NCc2ccc(F)cc2)ccc1-n1cnnn1	-19	7	5%	0.2%	0%	-5	6	-2%	-12
CNc1ccc(OC)cc1-n1cnc(-c2ccc([N+](=O)[O-])cc2)c1	0	-1	15%	0.0%	5%	-1	3	1%	3
CCOc1ccc(NC(=O)CN2CCN(CC(=O)Nc3ccc(Cl)c(C(F)(F)F)c3)CC2)cc1	-17	-9	3%	2.7%	2%	-2	10	-4%	5
Cc1ccc(S(=O)(=O)C2C(=O)NC3(C)CC2c2ccccc2O3)cc1 (stereo not drawn)	-2	3	-2%	0.5%	-1%	-4	2	0%	13
COc1cc(-c2ccc(Nc3ccccc3C(=O)O)c(OC)c2)ccc1Nc1ccccc1C(=O)O	2	-11	4%	1.9%	-5%	1	0	8%	-1
O=C(/C=C/c1ccc(F)cc1)NC(=S)NC1CCCCC1	-26	-21	0%	-2.6%	0%	2	6	-4%	0
CN(C(=O)COC(=O)c1ccccc1SCC(=O)N1CCCC1)c1ccccc1	-2	-6	1%	2.0%	-2%	-4	3	-5%	3
COc1ccc2oc(C(=O)OCC(=O)NC(=O)c3ccccc3)c(C)c2c1	-19	8	1%	13%	1%	-1	4	8%	5
Cc1ccc(S(=O)(=O)N2C[C@]3(O)C[C@@H]4C(=O)N(c5ccccc5)C(=O)[C@@H]4C[C@]3(OC(=O)NCC3CCCCC3)C2)cc1	/	-1	0%	/	-2%	/	/	-4%	/
CCN(Cc1ccccc1)C(=O)CN1C(=O)c2ccccc2C1=O	12	-13	0%	-1.7%	-2%	-4	1	1%	/
CCC1(C)OCC(Cn2c3ccccc3c3ccccc32)O1 (stereo not drawn)	-8	/	/	1.0%	/	-7	1	/	-9
CCOc1ccc(CO[C@@H]2O[C@H](CO)[C@@H](O)[C@H](O)[C@H]2NC(C)=O)cc1OC	-3	-11	7%	-1.6%	3%	4	4	-2%	-7
Cc1cc(C)cc(NC(=O)C(=O)NCC(c2cccnc2)N2CCOCC2)c1 (stereo not drawn)	-4	-6	-2%	-2.8%	-4%	-1	4	-3%	-3
Cc1occc1C(=O)NNS(=O)(=O)c1ccc(Cl)cc1	10	-1	6%	-0.8%	-5%	7	5	-1%	-11
CS(=O)(=O)N1CCC(Oc2ccccc2C(=O)NC(C2CC2)C2CC2)CC1	5	0	8%	1.0%	-2%	-1	0	-2%	-4
CCN(CC(=O)Nc1ccc2c(c1)OCCO2)C(=O)c1cc(=O)[nH]c2ccccc12	2	-10	7%	2.0%	-7%	-9	1	-5%	-2

Screening results: PubChem BioAssay, National Center for Advancing Translational Sciences (NCATS)

Some of the compounds tested; rates above refer to the full screens.
